FEN1 inhibitor – blocks human flap endonuclease 1. P39748. Recombinant FEN1 flap cleavage, fluorescence, 15 min. Potency, µM (titrated, usually from 114 µM), inactives show at the top dose activity change, negative = inhibition, hits mostly inhibitors. 390,000 tested, 0.35% active; note: nearly all actives have a fitted effect of over 65% in size
Target sequence (P39748 whole entry, looked up): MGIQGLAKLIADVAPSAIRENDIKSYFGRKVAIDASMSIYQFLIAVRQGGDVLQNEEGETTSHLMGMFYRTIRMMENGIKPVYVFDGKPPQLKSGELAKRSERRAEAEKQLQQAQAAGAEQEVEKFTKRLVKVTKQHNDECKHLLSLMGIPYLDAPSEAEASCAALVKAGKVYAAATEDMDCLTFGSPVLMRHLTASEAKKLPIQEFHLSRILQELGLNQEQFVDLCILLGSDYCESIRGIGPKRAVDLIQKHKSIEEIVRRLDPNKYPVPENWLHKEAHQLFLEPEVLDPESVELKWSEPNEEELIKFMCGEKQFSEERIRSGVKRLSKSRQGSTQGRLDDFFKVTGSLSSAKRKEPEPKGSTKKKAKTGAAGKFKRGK
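Concentration–response screening of FEN1 (10 nM): 15 min compound preincubation at room temperature, reaction started with 50 nM substrate and read at 0 and 15 min. Corrected, normalized data were fitted by a four-parameter Hill equation.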
N370S GC – N370S glucocerebrosidase modulation, Gaucher chaperone candidate; N370S GC spleen homogenate, 4MU-glucoside fluorescence; P04062; Potency, µM (series often up to 59.4 µM), without a hit: top-dose activity change, negative = inhibition, actives largely listed as inhibitors; 330,000 tested, 0.092% active;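 note: 0% = full enzyme activity and -100% = no enzyme basal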
TDP1 cell CPT – DT40-hTDP1 cell growth loss with CPT; 420,000 tested, 12% active; Potency, µM (titrated, usually from 46.2 µM), inactives show at the highest dose activity change, negative = growth inhibition, usual class: inhibitors; AID 686979; chicken DT40 Tdp1-/-;hTDP1 cells + 20 nM CPT, ATP luminescence, 48 h; note: nearly all actives have a fitted effect of over 55% in size
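Chicken DT40 Tdp1-/- cells complemented with human TDP1, 400 cells/well, exposed to compounds plus 20 nM camptothecin for at least 48 h at 37 C; viability read as ATP content by CellTiter-Glo luminescence.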
Starred values were filed as active, the others as inactive; ? = inconclusive; · = no result given; & = joins results of further samples; [ ] = remark or other dose. Calls come from the whole dose curve; as a rule, active = well fitted curve in the direction sought with a large enough effect; inconclusive = small, poorly fitted or top-dose-only effect, or another doubt; inactive = no such curve, though single readings can be large; an effect the other way counts as inactive or inconclusive. Unless noted, % is set by controls: 0 for no effect and ±100 for the full control effect; potency is the fitted concentration of half-maximal effect. The list is partial; rates above refer to the full screens.

SMILES	FEN1 inhibitor	N370S GC	TDP1 cell CPT
CC(=O)Oc1ccc(OC(C)=O)c(SCCCCCCl)c1	-5%	-4%	2.1µM*
Cc1ccnc(NC(=O)c2ccc(NC(=O)c3ccco3)cc2)c1	-3%	-4%	-22%
CN1CCN(c2oc(-c3ccccc3Cl)nc2S(=O)(=O)c2ccccc2)CC1	-14%	-23%	-20%
CN1CCN(C(=O)COCc2cc(-c3ccc4c(c3)OCO4)on2)CC1	-3%	-4%	3%
CC(C)(C)C(=O)Nc1nnc(SCC(=O)NCc2cccs2)s1	-5%	-8%	-8%
Cc1ccnc2c(Cl)c(Cl)ccc12	-8%	·	-9%
COC(=O)C1CCN(C(=O)[C@H](C)NC(=O)C2CC(=O)N(c3ccc(F)cc3)C2)CC1 (some centres not stated)	26%	-3%	2%
O=C(NCc1ccccc1)[C@@H]1C[C@H]1[C@@H](NP(=O)(c1ccccc1)c1ccccc1)c1ccccc1	15%	16%&14%	-27%
CN(C)CCCNCC(=O)NN(c1ccccc1)c1ccccc1	14%	3%	-23%
Cc1ccc(C(=O)COC(=O)COc2ccc(C)c(C)c2)cc1	3%	-10%	-15%
COCCN(C(=O)CNC(=O)c1ccco1)C(C(=O)NC1CCCC1)c1cccs1 (configuration not stated)	7%	1%	-8%
CCOc1ccc(N(CC(=O)N2CCCC2)S(=O)(=O)c2ccc(F)cc2)cc1	1%	-22%	-2%
CCOC(=O)N1CCN(c2c(-c3ccc(C)cc3)c(=O)c2=O)CC1	-13%	3%	?
O=C(/C=C/c1ccc2c(c1)OCO2)NCCS(=O)(=O)N1CCN(c2ccc(F)cc2)CC1	2%	-10%	?
CCc1cc2c(cc3c(=O)n(CC(=O)NCc4cc(Br)ccc4OC)ncn32)s1	39%[activator]	·	-29%
CC(=O)NC(C(=O)NCC(N)=O)C(C)C (configuration not stated)	-5%	3%	-5%
O=C(CN1C(=O)CSc2ccccc21)Nc1ccccc1C(=O)N1CCOCC1	2%	12%	-8%
S=C(NCc1ccccc1)NN1CCOCC1	5%	-8%	-6%
CCOc1ccc(CCNC(=O)C2CCCN(C(=O)N(C)C)C2)cc1OCC (configuration not stated)	-3%	4%	-11%
COc1ccc(CNC(=O)C(NC(C)=O)C(=O)Nc2ccc(C(C)C)cc2)cc1 (configuration not stated)	11%	5%	15%

2 entries from above, with values under each structure.
Under each structure – FEN1 inhibitor, N370S GC, TDP1 cell CPT
CCOc1ccc(CCNC(=O)C2CCCN(C(=O)N(C)C)C2)cc1OCC (configuration not stated)
→ -3%, 4%, -11%
COc1ccc(CNC(=O)C(NC(C)=O)C(=O)Nc2ccc(C(C)C)cc2)cc1 (configuration not stated)
→ 11%, 5%, 15%

(next part)
SMILES	FEN1 inhibitor	N370S GC	TDP1 cell CPT
Cc1cccc(NC(=S)NCCc2ccccc2)c1C	3%	9%	26µM*
CC(C)(C)CN1CCNC[C@H]1Cc1cccc2ccccc12	1%	-18%	?
COc1ccc(Cn2c(CCC(=O)NCc3ccc(Cl)cc3)nc3cccnc32)cc1	1%	·	-4%
Cc1ccc2nc(NC(=O)C3CCN(S(=O)(=O)c4cnc[nH]4)CC3)sc2c1	-1%	0%	?
CC(=O)c1cc(CN2CCC(C(=O)Nc3cccc(-c4cscn4)c3)CC2)cs1	1%	-4%	?
CC(NC(=O)c1ccc([N+](=O)[O-])cc1Cl)C1CC2CCC1C2 (configuration not stated)	-13%	-6%	?
Cc1ccc(CNC(=O)CCN2C(=O)[C@@H]3Cc4ccccc4CN3C2=O)cc1	19%	5%	-1%
O=C(CN(c1ccc(F)cc1)S(=O)(=O)c1ccccc1)NCc1ccco1	-3%	-3%	-24%
COc1ccc(-c2nnc(-c3cc4c(ccc5ccccc54)oc3=O)o2)cc1	-11%	15%	-3%
CNC(=O)c1ccc2c(c1)N(Cc1ccccc1Cl)C(=O)c1ccccc1S2	-13%	·	?
CCOc1ccc(NC(=S)N(CCc2c(C)[nH]c3ccccc23)Cc2ccco2)cc1	-3%	15%	13µM*
Cc1ccc(CSc2nc3ccc(NC(=O)COc4ccc(F)cc4)cc3s2)cc1	19%	·	-7%
CCCCS(=O)(=O)C(=C1Nc2ccccc2N1)S(=O)(=O)CCCC	-5%	-4%	6%
O=c1c2ccccc2c(-c2ccccc2)nn1-c1ccccn1	-13%	-2%	0%
CC(=O)N1c2ccc(S(=O)(=O)NCC3CCC(C(=O)NC(C)(C)C)CC3)cc2CC1C (configuration not stated)	-3%	·	?
COc1cc(C2CC(=O)Oc3ccc(C(C)(C)C)cc32)cc(OC)c1OC (configuration not stated)	-3%	-2%[89.1 µM]	-21%
CN1CCN(c2nc(-c3cccnc3)nc3scc(-c4ccccc4)c23)CC1	-8%	2%	?
Cn1c(=O)c2c(c3ccccc31)OC(=O)CC2c1ccccc1 (configuration not stated)	4%	·	-3%
Cc1ccccc1Cn1nnc2c(=O)[nH]c(C3CCCN(C(=O)c4ccc(F)cc4)C3)nc21 (configuration not stated)	7%	·	-1%
Cc1ccc(C)c(N2CCN(C(=O)c3cc4ccc5cccnc5c4[nH]3)CC2)c1	-9%	·	29µM*
OCCC1CN(Cc2nc(-c3ccccc3)cs2)CCN1Cc1ccc(F)cc1 (configuration not stated)	7%	-17%	23µM*
c1ccc2c(CSCCc3ccncc3)cccc2c1	6%	18%	23µM*
O=C(NCCOc1ccc(F)cc1)C1CCC(=O)N(CCCN2CCOCC2)C1 (configuration not stated)	18%	1%	9%
CC(=O)N1c2ccccc2CC1C(=O)N1CCN(c2ccc(F)cc2)CC1 (configuration not stated)	4%	·	-18%
CCOc1cc(NC(=S)NCCCN2CCOCC2)c(OCC)cc1NC(=O)C1CC1	13%	-4%	-6%
O=C(NC(=S)Nc1ccccc1)c1cc([N+](=O)[O-])ccc1N1CCOCC1	4%	16%	19%
Cc1ccc(CNC(=O)CCCn2c(=O)[nH]c3ccc(Br)cc3c2=O)cc1	-4%	·	-30%
CCOC(=O)C1CCC(CN(Cc2ccc(OC)cc2)S(=O)(=O)c2ccc(F)c(C(=O)Nc3cc(C)ccc3C)c2)CC1 (configuration not stated)	15%	·	-12%
COC(=O)N1CCC2(CCN(Cc3cc(C(F)(F)F)cc(C(F)(F)F)c3)CC2)CC1	·	-9%	?
CCOc1ccccc1OCCC(=O)OCC(=O)Nc1c(C)nn(-c2ccccc2)c1C	6%	-5%	-12%
COc1cc(NC(=O)CSc2nnnn2Cc2ccccc2)cc(OC)c1	13%	8%	-18%
O=C(Cn1cnc2c(nnn2Cc2ccc(F)cc2)c1=O)NCc1ccc(F)cc1	-9%	0%	?
CC(OC(=O)Cc1c[nH]c2ccccc12)C(=O)Nc1ccccc1[N+](=O)[O-] (configuration not stated)	-4%	-3%	-14%
Cc1cnc(NC(=O)COc2ccc3c(c2)CCC3)s1	-5%	0%	?
O=S1(=O)CC(NCc2ccccc2)C(Nc2ccc(Cl)cc2)C1 (configuration not stated)	-10%	?	2%
Cc1cc2ccccn2c1C(=O)c1ccc(N/N=C/c2ccc(C(=O)O)cc2)c([N+](=O)[O-])c1	-5%	4%	-1%
O=[N+]([O-])c1ccc(NCCc2ccccc2)c(Br)c1	-6%	-1%	-5%
O=C1c2ccccc2C(=O)N1CCCCSc1nnnn1-c1ccccc1	-12%	18%[2.35 µM]	-6%
COC(=O)c1[nH]c2ccccc2c1NC(=O)CN1CCN(c2cccc(Cl)c2)CC1	3%	17%	26µM*
Clc1ccc(-c2nnc(COc3ncnc4ccccc34)o2)cc1	4%	10%	4%

Reprinted from the entries so far (seven entries):
SMILES	FEN1 inhibitor	N370S GC	TDP1 cell CPT
CCOC(=O)C1CCC(CN(Cc2ccc(OC)cc2)S(=O)(=O)c2ccc(F)c(C(=O)Nc3cc(C)ccc3C)c2)CC1 (configuration not stated)	15%	·	-12%
COC(=O)N1CCC2(CCN(Cc3cc(C(F)(F)F)cc(C(F)(F)F)c3)CC2)CC1	·	-9%	?
CCOc1ccccc1OCCC(=O)OCC(=O)Nc1c(C)nn(-c2ccccc2)c1C	6%	-5%	-12%
COc1cc(NC(=O)CSc2nnnn2Cc2ccccc2)cc(OC)c1	13%	8%	-18%
O=C(Cn1cnc2c(nnn2Cc2ccc(F)cc2)c1=O)NCc1ccc(F)cc1	-9%	0%	?
CC(OC(=O)Cc1c[nH]c2ccccc12)C(=O)Nc1ccccc1[N+](=O)[O-] (configuration not stated)	-4%	-3%	-14%
Cc1cnc(NC(=O)COc2ccc3c(c2)CCC3)s1	-5%	0%	?

Other structures follow:
SMILES	FEN1 inhibitor	N370S GC	TDP1 cell CPT
Cc1ccccc1OCC(=O)N(Cc1ccc(N(C)C)cc1)C1CCS(=O)(=O)C1 (configuration not stated)	-16%	-18%	-20%
Cc1c(Cl)cnc(NC(=O)CSc2nnnn2C)c1Cl	-17%	·	6%
O=C(c1ccc2c(c1)OCO2)N(c1ccc(F)cc1)C1C=CS(=O)(=O)C1 (configuration not stated)	-14%	2%	-10%
CCOC(=O)c1cc(-c2ccccc2)nn1CC1CC(c2ccc(OC)cc2)=NO1 (configuration not stated)	0%	·	?
CCCCC(CC)CNC(=O)C1C2C=CC(C2)C1C(=O)O (configuration not stated)	-10%	3%	-12%
CCCCN1C2=C(C(=O)CC(C)(C)C2)C(c2ccccc2)C2=C1c1ccccc1C2=O (configuration not stated)	0%	28%	?
CCN1C(=O)/C(=C2\SC(=S)N(CCCOC)C2=O)c2ccccc21	-9%	-2%	-23%
Cc1ccc(NCc2nnc(SCCN3CCCCC3)n2CC2CCCO2)c(C)c1 (configuration not stated)	-4%	6%[2.35 µM]	-11%
COc1cc(C(=O)Nc2nc3ccccc3s2)ccc1OCc1c(C)noc1C	2%	-2%	?
NS(=O)(=O)c1ccc2c(c1)C1C=CCC1C(C1CC=CCC1)N2 (configuration not stated)	-5%	-20%	-25%
Cc1ccc(NC(=S)Nn2cnnc2)cc1	-2%	-3%	-19%
CN(CC(=O)Nc1ccc(Cl)c(C(F)(F)F)c1)C(=O)c1cc(=O)[nH]c2ccccc12	1%	-14%	?
CCOc1ccc(NC(=O)CCNS(=O)(=O)c2ccc3c(c2)c(=O)n(C)c(=O)n3C)cc1	-19%	-7%	1%
COc1ccc(NC(=O)c2cccs2)cn1	-1%	-1%	-14%
C#CCNC(=O)/C=C/c1ccc(OC)cc1	-3%	-3%	-10%
O=C(NCCCN1CCCC1=O)c1cccc(NS(=O)(=O)c2ccc(Br)cc2)c1	-3%	-2%	?
Cn1c(=O)c2c(ncn2CCN(CCO)Cc2ccccc2)n(C)c1=O	-3%	2%	-10%
Cc1ccc(NC(=O)c2cc3c(Cl)nc4ccc(C)cc4c3s2)c(Cl)c1	-9%	·	0%
C#CCOc1c(Cl)cc(/C=C2/C(=O)ON=C2C)cc1OC	-3%	-7%	?
COc1ccc(OCC(=O)N/N=C/c2cccc3cccnc23)cc1	13%	·	?
Cc1ccc(Cl)cc1NC(=O)C1COc2ccccc2O1 (configuration not stated)	-3%	1%	?
Cc1snc2sc(C(=O)c3ccc(Br)cc3)c(N)c12	0%	?	?
COC(=O)c1c[nH]c(=O)c2ccccc12	0%	-11%	?
COc1ccc(NC(=O)CN2CCN(CC(=O)Nc3ccccc3F)CC2)cc1OC	5%&-3%	2%	0%&0%
Cn1cnc(S(=O)(=O)N2CCN(c3ccc(F)cc3)CC2)c1	-2%	3%	0%
O=C(NCc1ccc(-c2nc3ccccc3s2)cc1)c1ccc(Br)o1	-5%	1%	-6%
O=C(/C=C/c1cccc([N+](=O)[O-])c1)OCC(=O)c1ccccc1	-17%	-20%	-2%
O=C(N/N=C/c1cc2ccccc2nc1Cl)[C@H]1C[C@@H]1c1ccccc1	6%	-1%	21µM*
CC(CCc1ccccc1)NC(=O)CCNS(=O)(=O)c1ccccc1 (configuration not stated)	-2%	-20%	2%
CCOC(=O)N1CCN(S(=O)(=O)c2ccc(OC)c(OC)c2)CC1	-8%	-2%	-15%
Cc1cc(C(=O)O)sc1C	10%	-19%	0%
COc1ccc2c(-c3ccccc3)cc(N3CCOCC3)nc2c1	-18%	0%	-29%
COc1ccc(CCN(Cc2cccs2)S(=O)(=O)c2ccc(-n3cnnn3)c(OC)c2)cc1OC	12%	3%	?
C/C(=N\NC(=O)C1CC1)c1cccs1	-3%	-7%	20%
O=C1CC(c2ccccc2Cl)CC(O)=C1C=NCCCO (configuration not stated)	21%	-2%	-3%
Cc1cc(NC(=O)CSc2nnc(-c3ccccc3F)n2C)no1	-13%	·	8%
COCCOC(=O)c1c(N)n(CCCN2CCOCC2)c2nc3ccccc3nc12	1%	12%	13%
CCCCN(C(=O)CC1CCCC1)c1c(N)n(CC(C)C)c(=O)[nH]c1=O	2%	-12%	-7%
COc1ccc(CCN2CC(C(=O)OCC(=O)NC(Cc3ccccc3)C(C)=O)CC2=O)cc1OC (configuration not stated)	-10%	·	3%
COc1cc(/C=C2\CCn3c2nc2cc(C(=O)O)ccc2c3=O)ccc1OC(F)F	?	-9%	?

From PubChem
